Assay outcomes: PubChem BioAssay, National Center for Advancing Translational Sciences (NCATS)
D2 potentiator: positive allosteric modulators of human D2 dopamine receptor; P14416; HEK293 T-REx D2, calcium flux, EC20 dopamine potentiation; potentiation, % at 10 µM; hit rate 0.34% among 340,000;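 active = potentiation over 3 SD above the plate norm, cut at about 30% in these data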; note: 0% is about no effect
Target sequence (P14416 whole entry, looked up): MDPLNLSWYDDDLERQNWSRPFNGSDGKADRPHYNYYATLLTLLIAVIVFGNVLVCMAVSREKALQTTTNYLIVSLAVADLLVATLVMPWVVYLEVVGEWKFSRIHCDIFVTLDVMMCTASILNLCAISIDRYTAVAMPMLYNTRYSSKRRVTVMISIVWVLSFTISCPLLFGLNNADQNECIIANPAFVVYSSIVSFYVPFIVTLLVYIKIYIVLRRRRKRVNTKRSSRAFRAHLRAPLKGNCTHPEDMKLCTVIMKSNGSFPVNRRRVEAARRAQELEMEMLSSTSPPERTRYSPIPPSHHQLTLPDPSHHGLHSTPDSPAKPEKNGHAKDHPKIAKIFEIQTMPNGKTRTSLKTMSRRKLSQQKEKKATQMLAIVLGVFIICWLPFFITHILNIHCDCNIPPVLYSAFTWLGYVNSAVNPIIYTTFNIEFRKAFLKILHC
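Potentiation of an EC20 dopamine calcium response is measured in a force-coupled, tetracycline-inducible Hek293 Trex D2 line. Compound-only kinetic reads over 180 s flag agonists before dopamine addition.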
D1 PAM: human D1 dopamine receptor positive modulation. P21728. HEK293 TREx D1 cells, calcium flux, dopamine EC20 potentiation. potentiation, % at 10 µM. hit rate 0.036% among 360,000. AID 504651; in the data active = potentiation above about 30%; note: 0% is about no effect
D1 antagonist: blocks dopamine activation of the human D1 receptor; hit rate 3.2% among 360,000; HEK293 TREx D1 cells, calcium flux, dopamine EC80; active compounds read low; activity change, negative = inhibition, % at 10 µM; in the data active = activity change below about -30%; note: % is set by controls: 0 for no effect and ±100 for the full control effect
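HEK293 T-REx cells expressing inducible, force-coupled D1 receptor; no-wash Ca dye, 30–90 min RT. Cmpd → 180 s read at 1 Hz → EC80 DA → 180 s read.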
RXFP1 ag: agonists of human relaxin receptor RXFP1; Q9HBX9; HEK293T-RXFP1 cAMP TR-FRET, 30 min; response scale: percent of porcine relaxin response, buffer zero; Potency, µM (series often up to 57.5 µM), for inactives: top-dose activation, actives largely listed as activators; hit rate 0.3% among 370,000; AID 2676; note: potency is the fitted concentration of half-maximal effect; % is set by controls: 0 for no effect and ±100 for the full control effect; nearly all actives have a fitted effect of over 60% in size; many of its hits are not listed in these tables
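HEK293T cells stably expressing RXFP1 were pretreated with the PDE4 inhibitor Ro 20174, exposed to compounds for 30 min at 37C, lysed, and cAMP was read by TR-FRET. Data normalized to buffer (basal) and 29 nM porcine relaxin (100%).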
Vif-APOBEC3F blk: blocks the Vif interaction with APOBEC3F. HeLa A3F-eYFP + Vif (tagged APOBEC3F with the HIV-1 protein that degrades it), YFP fluorescence increase. Potency, µM (highest dose often 46.1 µM), inactives show at the top dose activity, negative = active. hit rate 0.2% among 390,000; note: potency is the fitted concentration of half-maximal effect; % of control where 0% means no effect; nearly all actives have a fitted effect of over 65% in size
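HeLa cells stably expressing Vif plus C-terminally eYFP-tagged A3F were seeded, incubated overnight at 37 deg C, dosed with compound, incubated overnight again at 37 deg C. Yellow fluorescence (Ex 488/Em 500-530) reported blocked Vif-mediated A3F-eYFP degradation.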
Glioma ERSR ind: inducers of ER stress response in human glioma cells; Potency, µM, for inactives: at the top dose activation, actives largely listed as activators; hit rate 0.02% among 420,000; AID 602332; U87-MG GRP78 promoter luciferase reporter, 16 h; note: potency is the fitted concentration of half-maximal effect; series mostly up to about 76 µM; % of control where 0% means no effect; nearly all actives have a fitted effect of over 35% in size
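ERSR induction read as luciferase luminescence (Bright-Glo, 10 min at room temperature) in stably transfected human U87-MG glioma cells exposed to compounds for 16 h, using GRP78 as sensor.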
D1 agonist: activates the human D1 dopamine receptor. P21728. HEK293 T-REx D1 cells, calcium flux, agonist mode. activation, % at 2 µM. hit rate 1% among 360,000. AID 504660; in the data active = activation above about 30%; note: 0% is about no effect
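Inducible HEK293 T-REx D1 cells, force-coupled to calcium signalling, were plated at 4000 cells/well with tetracycline and held overnight at 30 C. After no-wash calcium dye loading, compound-evoked calcium rise over 180 s flagged agonists.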
Vif-APOBEC3G blk: blocks the Vif interaction with human APOBEC3G. Q9HC16. HeLa A3G-eYFP + Vif (tagged APOBEC3G with the HIV-1 protein that degrades it), YFP fluorescence, overnight. Potency, µM (series often up to 46.1 µM), without a hit: at the top dose activity, negative = active, most hits filed as inhibitors. hit rate 0.076% among 410,000. AID 602310;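 note: potency is the fitted concentration of half-maximal effect; % is set by controls: 0 for no effect and ±100 for the full control effect; nearly all actives have a fitted effect of over 60% in size; hits raise eYFP signal because A3G escapes Vif-driven loss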
Target sequence (Q9HC16 whole entry, looked up): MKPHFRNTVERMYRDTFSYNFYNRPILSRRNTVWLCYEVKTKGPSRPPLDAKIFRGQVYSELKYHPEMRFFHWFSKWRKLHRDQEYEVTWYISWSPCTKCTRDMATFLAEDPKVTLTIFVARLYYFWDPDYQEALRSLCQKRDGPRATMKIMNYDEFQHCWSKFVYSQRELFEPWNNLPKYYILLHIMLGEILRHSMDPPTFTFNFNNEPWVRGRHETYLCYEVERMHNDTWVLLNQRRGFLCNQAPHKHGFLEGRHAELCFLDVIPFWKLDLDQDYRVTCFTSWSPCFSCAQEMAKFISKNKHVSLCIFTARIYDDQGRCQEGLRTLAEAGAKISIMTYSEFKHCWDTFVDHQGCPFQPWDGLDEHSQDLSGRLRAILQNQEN
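HeLa cells stably expressing Vif and C-terminally eYFP-tagged A3G, seeded overnight at 37 deg C, then exposed to compound by pintool overnight at 37 deg C. Rise in yellow fluorescence (Ex 488/Em 500-530, Acumen) marks blocked Vif-driven A3G degradation.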
LDHA block: inhibitors of human lactate dehydrogenase A. AID 1347041. P00338. hit rate 0.15% among 480,000. activity change, % (values are at about 110 or 230 µM). purified LDHA, NADH/diaphorase-resazurin fluorescence; active compounds read low; in the data active = activity change below about -30%; inconclusive = mostly about -25% to -30%;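 note: plate controls were DMSO wells for no effect and wells without enzyme for full effect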
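Human LDH5 (2 nM) was incubated with 0.06 mM NADH and 0.2 mM pyruvate for 5 min at room temperature in Tris pH 7.4. Remaining NADH was coupled through diaphorase/resazurin, and resorufin fluorescence was read at 0 and 20 min.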
* hit, by the source's call; u = inconclusive; x = no result given; & = joins results of further samples. Unless noted, calls come from the whole dose curve; as a rule, active = well fitted curve in the direction sought with a large enough effect; inconclusive = small, poorly fitted or top-dose-only effect, or another doubt; inactive = no such curve, though single readings can be large; an effect the other way counts as inactive or inconclusive.

No.	Compound	D2 potentiator	D1 PAM	D1 antagonist	RXFP1 ag	Vif-APOBEC3F blk	Glioma ERSR ind	D1 agonist	Vif-APOBEC3G blk	LDHA block
1	O=C(NCc1ccccn1)C(=O)Nc1nc(C23CC4CC(CC(C4)C2)C3)cs1	x	6	3	0.7%	3%	0%	3	4%	-1
2	CCN1CCCC1CNC(=O)COc1cc(=O)n(C)c2ccccc12 (configuration not stated)	7	1	8	-0.1%	-7%	2%	0	0%	1
3	CCc1sc(NS(C)(=O)=O)nc1-c1ccccc1	-3	-6	-9	2.1%	-2%	4%	-1	-5%	-6
4	Cc1ccc(C2=Nc3ccccc3N=C(C(Cl)Cl)C2)cc1	x	-5	-5	-0.7%	-9%	-8%	3	-20%	1
5	O=C1c2ccccc2C(=O)N1c1ccc(Cl)cn1	1	-2	24	0.3%	0%	-4%	1	1%	-15
6	Clc1ccc(OCc2cn3cccnc3n2)c2ncccc12	-2	-4	-1	4.7%	-1%	1%	-1	-3%	-4
7	O=C(c1sc2cc([N+](=O)[O-])ccc2c1Cl)N1CCOCC1	-8	-5	-2	4.6%	-7%	-2%	3	-2%	2
8	COc1ccc(C(=O)NC(=S)NC2CCSC2=O)cc1 (configuration not stated)	0	-3	-14	2.4%	-6%	6%	1	2%	-3
9	Cc1cccc(N2CCCn3c2nc2c3c(=O)n(CCN3CCOCC3)c(=O)n2C)c1	-4	-4	-2	2.5%	-9%	-2%	0	-2%	1
10	COc1ccc(NC(=O)c2cccc(NC(=O)c3ccco3)c2)c(OC)c1	-4	-7	7	0.1%	-1%	-1%	0	-1%	-1
11	CCc1ccc(-n2c(SCc3c(C)noc3C)nnc2-c2ccncc2)cc1	0	-3	5	0.2%	-3%	-1%	0	-5%	3
12	CCN1CCN(C(c2cccs2)C(C)NC(=O)c2cccc(OC)c2OC)CC1 (configuration not stated)	x	-4	3	-0.1%	-8%	-6%	1	-1%	-2
13	Cc1ccc(S(=O)(=O)N2CCC(N3CCN(Cc4ccccc4)C(=O)C3=O)CC2)cc1C	0	-4	1	0.2%	-4%	-2%	4	4%	-20
14	Cn1c(=O)c2c(nc(Sc3ncnn3CC(=O)NC3CCCCC3)n2C)n(C)c1=O	4	-1	-12	u	-3%	1%	1	5%	1
15	COc1ccc(/C=N/N2C(=O)C3C4C=CC(C4)C3C2=O)cc1[N+](=O)[O-] (configuration not stated)	-8	-4	-12	1.1%	9%	7%	3	-3%	-10
16	COc1ccc(NC(=O)c2cc([N+](=O)[O-])ccc2N2CCN(C)CC2)cc1	9	-2	-6	-1.4%	-16%	0%	0	-5%	-4
17	CCC(C(=O)OCC(=O)N(CC)c1c(N)n(Cc2ccccc2)c(=O)[nH]c1=O)c1ccccc1 (configuration not stated)	4	3	-14	-2.8%	-6%	-2%	3	1%	-1
18	COc1cc(CCC(=O)OCC(=O)NC2CCCC(C)C2C)cc(OC)c1OC (configuration not stated)	2	-6	3	3.7%	-4%	-2%	-1	1%	-1
19	C=CCOc1ccc(C(=O)CC)cc1OC	4	1	2	1.6%	4%	-4%	0	2%	-7
20	Cc1ccccc1Nc1nc(N)nc(-c2oc3ccccc3c2C)n1	9	-8	-11	-0.3%	1%	4%	0	-22%	-3
21	CCCOc1ccc(-c2nn(-c3ccccc3)cc2/C=C2\SC(N)=NC2=O)cc1C	15	-10	-74*	2.5%	12%	-2%	1	3%	-1
22	CC(C)Oc1ccc(C(=O)Nc2ccc3c(c2)n(C)c(=O)n3C)cc1	1	0	25	1.1%	1%	7%	3	2%	0
23	CCN(CC)C(=O)Cn1c(=O)n(-c2ccc(Cl)c(Cl)c2)c(=O)c2c(C)c(C(=O)N(CC)CC)sc21	-6	0	12	0.9%	2%	-2%	-1	-5%	-8
24	CCCCN(CC)C(=O)CN(C)S(=O)(=O)c1cccc2nsnc12	-5	2	6	1.2%	1%	-2%	0	-1%	-11
25	COc1ccc(OC)c(-c2csc(NC(=O)c3ccc(OCC4CCCO4)cc3)n2)c1 (configuration not stated)	-8	1	-8	-0.2%	-3%	2%	11	-4%	1
26	Clc1ccccc1-c1nc(-c2ccncc2)no1	-1&-6	1&0	-21&12	0.5%&2.7%	-3%&2%	1%&0%&-3%	6&6	-1%&-6%	2&-4
27	Cc1ccc2oc(-c3cccc(NC(=O)c4cccc5c(Cl)cccc45)c3)nc2c1	-2	-1	24	0.1%	-2%	1%	2	-2%	0
28	O=C(NCC(c1cccnc1)N1CCN(c2ccc(F)cc2)CC1)c1ccc(F)cc1 (configuration not stated)	6	-5	-12	1.5%	-12%	-4%	3	-1%	-3
29	CCOC(=O)c1sc(=NC(=O)COc2ccccc2)n(C)c1C	1	-6	-19	16%	9%	-2%	1	4%	-10
30	CCc1nc2ccc(C(=O)N3CCN(c4cccc(Cl)c4)CC3)cc2nc1CC	6&10	-3&-1	18&4	-0.7%&-1.0%	-4%&9%	-2%&-4%	-1&4	-9%&-11%	1&-7
31	CCCS(=O)(=O)N1CCN(Cc2c[nH]c3ccccc23)CC1	-4	1	-4	-0.3%	-20%	-7%	6	1%	u
32	CCOc1cccc(NC(=O)c2cccc(F)c2)c1	-9	-4	2	3.0%	1%	5%	0	1%	-2
33	Cc1ccc2c(c1)c(C)c(C)n2CC(O)Cn1nc(C)cc1C (configuration not stated)	-5	16	9	0.7%	-13%	-2%	5	-4%	7
34	COc1ccc(CC(=O)OCC(=O)NCc2ccccc2Cl)cc1OC	4	-7	9	1.6%	-3%	-1%	1	4%	-2
35	Cc1ccc([N+](=O)[O-])cc1S(=O)(=O)Nc1ccc(C(=O)NCC2CCCO2)cc1 (configuration not stated)	x	-2	0	2.9%	4%	-4%	3	2%	2
36	CC(C)COC(=O)N(C)C[C@@H]1OCc2cnnn2CCCC(=O)N([C@H](C)CO)C[C@H]1C	x	x	x	x	-11%	-1%	x	-3%	-16
37	CCCCN(C)C(=O)c1nc2ccccn2c1CN1CCN(C/C=C/c2ccccc2)CC1	-12	-2	-9	0.0%	2%	-2%	1	-3%	-6
38	C=CCNc1ncnc2c1cnn2-c1ccc(Cl)cc1	9	-4	-13	0.9%	-13%	0%	0	-9%	0
39	O=C(Nc1ccc(F)cc1)C(c1ccccc1)N1CCN(CC(=O)N2CCCC2)CC1 (configuration not stated)	15	2	4	2.6%	7%	2%	0	-2%	-5
40	COC(=O)c1ccc(NC(=O)CSC2=NC(=O)C(c3ccccc3)C(=O)N2)cc1 (configuration not stated)	7	0	39	-0.4%	-1%	-2%	2	-6%	-5
41	COc1ccc(N(C)S(=O)(=O)c2cccc(C(=O)NC3CCC(C)CC3)c2)cc1 (configuration not stated)	7	5	-10	0.6%	-10%	8%	2	-2%	-2
42	COc1cc([N+](=O)[O-])ccc1N/C=C/C(=O)c1cccs1	2	-8	-8	4.9%	u	-8%	42*	-24%	-3
43	CCOC(=O)c1c(C)[nH]c(C(=O)COC(=O)c2cccnc2Cl)c1C	x	x	x	x	9%	7%	x	5%	-2
44	CC(C)(C#N)Nc1ccccc1	-1	-4	-21	-0.1%	0%	-2%	3	1%	-8
45	NC(=S)NN=C1CCC(C2CCCCC2)CC1 (configuration not stated)	x	x	x	x	u	-5%	x	4%	-7
46	COC(=O)c1sccc1NC(=O)CSc1nnnn1-c1ccccc1C	-2	0	3	3.1%	-1%	-5%	7	-2%	-4
47	COc1ccc(C(O)P(=O)(O)CCc2ccccc2)cc1 (configuration not stated)	-2	0	3	-0.6%	-4%	-2%	1	0%	-5
48	COc1ccccc1CCC(=O)NNC(=O)c1ccc(Br)cc1	x	8	10	4.0%	-5%	-1%	1	-5%	0

Compound profiles, as listed above. Order of screens: D2 potentiator	D1 PAM	D1 antagonist	RXFP1 ag	Vif-APOBEC3F blk	Glioma ERSR ind	D1 agonist	Vif-APOBEC3G blk	LDHA block
Record of `COC(=O)c1ccc(NC(=O)CSC2=NC(=O)C(c3ccccc3)C(=O)N2)cc1` (configuration not stated) : 7	0	39	-0.4%	-1%	-2%	2	-6%	-5
Record of `NC(=S)NN=C1CCC(C2CCCCC2)CC1` (configuration not stated) : x	x	x	x	u	-5%	x	4%	-7

New compounds follow
No.	Compound	D2 potentiator	D1 PAM	D1 antagonist	RXFP1 ag	Vif-APOBEC3F blk	Glioma ERSR ind	D1 agonist	Vif-APOBEC3G blk	LDHA block
49	O=C(O)c1ccc(-c2ccc(/C=C3\NC(=O)N(Cc4ccc(Cl)cc4)C3=O)o2)cc1Cl	7	8	-26	3.4%	-8%	-1%	5	1%	-1
50	Cc1nn(-c2ccccc2)c(Cl)c1C(=O)N(C)c1nc(-c2ccc(F)cc2)cs1	8	0	-18	2.2%	x	x	3	x	x
51	O=C1c2ccccc2-c2onc3c(N4CCN(CCO)CC4)cc(N4CCN(C(=O)c5ccco5)CC4)c1c23	-5	-9	-16	2.3%	u	-19%	2	u	31
52	O=C(NC(=S)N1CCN(Cc2ccc3c(c2)OCO3)CC1)c1cccc(Br)c1	0	-10	-19	4.0%	9%	-4%	-2	0%	-3
53	N#C/C(=C1/CCCCCN1)c1nnc2n1CCCCC2	16	-5	15	-0.3%	1%	-2%	0	1%	-6
54	Cc1cccc(C)c1NC(=O)CCCSc1nnc(-c2ccc(Cl)cc2)n1-c1ccccc1	-9	4	14	-0.2%	-7%	-5%	4	-1%	0
55	CCOC(=O)C(C)c1n[nH]c(=O)c2ccccc12 (configuration not stated)	-1	0	-15	2.3%	-4%	-5%	3	-4%	-4
56	CSc1nc2ccc(NC(=O)C3=NNC(=O)CC3)cc2s1	-17	4	16	1.9%	-3%	0%	1	-5%	-3
57	C/C(=N\Nc1nc(N)cc(Cl)n1)c1ccc(F)cc1	-6	-5	-2	-1.8%	-11%	11%	1	1%	-1
58	CCOC(=O)C1=C(C)OC(N)=C(C#N)C1c1ccc(OC)c(CSc2ccccn2)c1 (configuration not stated)	-6	-3	-3	0.5%	-12%	1%	5	-8%	1
59	O=C(NCC(=O)N(Cc1ccccc1)C(C(=O)NC1CCCC1)c1ccncc1)c1ccco1 (configuration not stated)	4	8	-18	-1.0%	0%	-1%	0	-1%	0

Not all compounds are listed; the hit share may differ from the screen's.
